ASAP1 GAP inh = ASAP1 ArfGAP inhibition | Q9ULH1 | ASAP1-stimulated ARF1 GTP hydrolysis, GDP FP detection | inhibition, % at 16.5 µM | 360,000 tested, 0.19% active; in the data active means inhibition above about 25%;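 further: 0% = vehicle with enzyme and substrate and 100% = no enzyme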
PLC-beta3 inh = blocks human PLC-beta3 enzyme activity; Q01970; Purified PLC-beta3, fluorogenic substrate, fluorescence; inhibition, % at 12.2 µM; 370,000 tested, 0.18% active; in the data active means inhibition above about 11%;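 further: 0% = median of compound wells on plate and 100% = full blocker control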
ARFGAP1 inh = inhibits rat ARF GTPase activating protein 1. Arfgap1-stimulated ARF1 GTP hydrolysis, GDP FP detection. inhibition, % at 16.5 µM. 360,000 tested, 0.26% active. AID 651572;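 active means inhibition above a per-plate limit, mean inhibition of low control wells plus 3 SD, cut at about 25% in these data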;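 further: 0% = DMSO wells with enzyme and 100% = wells lacking Arfgap1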
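System: truncated rat Arfgap1 GAP domain / Benchmarks: high control wells lacking Arfgap1, low control full reaction with DMSO / Times: compound-enzyme preincubation 20 min, reaction 120 min, detection 60 min, 25 °C / Repeats: one replicate per compound / Also added: human ARF1(Δ1-17)-GTP substrate / Measured by: Tracer-displacement fluorescence polarization with EDTA stop, 620/688 nm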
ADAM17 inh = inhibitors of human ADAM17; P78536; recombinant ADAM17, EDANS/DABCYL FRET peptide cleavage; inhibition, % at 6.95 µM; 370,000 tested, 0.83% active; AID 720648;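 active means inhibition above the mean of compounds lying between control limits plus 3 SD, set per campaign, cut at about 8.5% in these data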;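 further: 0% = DMSO-only wells as the low control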
PLCg1 inh = inhibitors of human phospholipase C gamma1; purified PLC-gamma1, fluorogenic substrate, fluorescence; P19174; inhibition, % at 12.2 µM; 370,000 tested, 0.84% active; in the data active means inhibition above about 9.5%
TDP2 absorb = blocks human TDP2 phosphodiesterase activity; inhibition, % at 12.8 µM; recombinant TDP2, T5PNP hydrolysis, p-nitrophenol absorbance 415 nm; 370,000 tested, 0.34% active; O95551;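 active means inhibition above the mean of all tested compounds plus 3 SD, set per campaign, cut at about 25% in these data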;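 further: 0% = DMSO with enzyme and 100% = buffer with substrate but no TDP2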
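Read-out basis: percent inhibition. System: recombinant human TDP2. Buffer or medium: Mg2+-containing Tris-HCl buffer, pH 7.5. Repeats: single replicate. Timing: reaction 2 h, 37 °C. Benchmarks: high control without enzyme, low control DMSO plus TDP2. Probe or stimulus: 5 mM T5PNP. Doses: 12.8 µM only. Measured by: epi absorbance of p-nitrophenol freed from T5PNP by hydrolysis.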
SIAE primary = inhibitors of human sialic acid acetylesterase SIAE; Q9HAT2; inhibition, % at 9.66 µM; SIAE FP-Rh probe binding, fluorescence polarization; AID 1053197; 370,000 tested, 0.69% active;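 active means inhibition above a cutoff: mean of compounds within the control limits plus 3 SD of those, cut at about 17% in these data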;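 further: 0% = plate median of compound wells and 100% = probe without SIAE protein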
Target sequence (Q9HAT2 whole entry, looked up): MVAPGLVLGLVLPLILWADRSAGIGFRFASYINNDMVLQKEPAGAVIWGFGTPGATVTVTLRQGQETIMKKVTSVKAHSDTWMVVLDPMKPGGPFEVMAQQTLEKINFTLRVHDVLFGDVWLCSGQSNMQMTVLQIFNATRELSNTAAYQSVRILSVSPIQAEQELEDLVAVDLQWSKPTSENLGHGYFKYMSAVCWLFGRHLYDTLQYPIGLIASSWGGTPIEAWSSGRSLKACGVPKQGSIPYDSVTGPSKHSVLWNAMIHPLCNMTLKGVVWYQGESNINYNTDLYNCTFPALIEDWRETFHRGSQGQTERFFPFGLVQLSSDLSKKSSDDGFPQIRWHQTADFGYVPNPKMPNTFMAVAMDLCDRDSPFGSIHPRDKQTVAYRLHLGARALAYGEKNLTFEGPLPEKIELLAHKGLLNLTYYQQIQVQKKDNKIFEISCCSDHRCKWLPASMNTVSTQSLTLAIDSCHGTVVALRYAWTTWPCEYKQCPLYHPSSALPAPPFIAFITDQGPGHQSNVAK
DDE Tn6 FP inh = inhibitors of Tn6 peptide binding to human fibrin DD(E); P02675; Fibrin DD(E) TRITC-Tn6 fluorescence polarization displacement; inhibition, % at 8.3 µM; 370,000 tested, 0.21% active; AID 720509;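 active means inhibition above a per-campaign cutoff: mean of compounds within control limits plus 3 SD, cut at about 15% in these data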;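 further: 0% = median of all compound wells on the plate and 100% = blocking peptide control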
Target sequence (P02675 whole entry, looked up): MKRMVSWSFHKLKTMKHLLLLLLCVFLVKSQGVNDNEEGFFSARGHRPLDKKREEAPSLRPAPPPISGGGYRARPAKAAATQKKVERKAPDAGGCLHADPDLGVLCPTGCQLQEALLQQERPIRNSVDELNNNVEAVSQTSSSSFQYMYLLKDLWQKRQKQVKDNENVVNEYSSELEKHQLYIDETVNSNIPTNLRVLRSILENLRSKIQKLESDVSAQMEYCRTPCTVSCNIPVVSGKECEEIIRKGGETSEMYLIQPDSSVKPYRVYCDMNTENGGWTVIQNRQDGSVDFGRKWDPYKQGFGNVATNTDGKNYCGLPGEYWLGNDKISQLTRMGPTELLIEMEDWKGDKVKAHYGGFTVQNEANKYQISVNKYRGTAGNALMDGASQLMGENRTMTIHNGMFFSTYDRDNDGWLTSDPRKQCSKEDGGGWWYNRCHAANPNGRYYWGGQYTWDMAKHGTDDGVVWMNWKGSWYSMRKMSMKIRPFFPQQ
Tn7 DDE FP = disrupts Tn7 cyclic peptide binding to fibrin D-Dimer-E complex; FP displacement of FITC-Tn7 peptide from fibrin DD(E); 0% = median of compound wells per plate; AID 720508; 370,000 tested, 0.13% active; inhibition, % at 8.3 µM; P02675;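 active means inhibition above the mean of compounds falling within the control limits plus 3 SD of them, cut at about 14% in these data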;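 further: 0% = plate median of compound wells and 100% = 10 µM Aha-Tn7 peptide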
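assay system = human clot-derived fibrin DD(E) complex | quantity = Fibrin-DD(E) at 2 µM final | timing = 10 min preincubation, 3 h with tracer, room temperature | signal = fluorescence polarization | measure = percent inhibition | benchmarks = high control wells with 10 µM unlabelled Aha-Tn7 peptide (full inhibition) | replicates = singlicate testing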
ADAM10 inh = ADAM10 inhibition, QFRET primary screen; O14672; recombinant ADAM10, EDANS/DABCYL FRET peptide cleavage, 3 h; inhibition, % at 7 µM; 370,000 tested, 0.62% active; AID 720582;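 active means inhibition above a per-campaign cutoff equal to the mean of compounds falling between control-based bounds plus 3 SD, cut at about 20% in these data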;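 further: 0% = DMSO wells while the 100% control is not disclosed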
Active calls of the source: *.

ASAP1 GAP inh,PLC-beta3 inh,ARFGAP1 inh,ADAM17 inh,PLCg1 inh,TDP2 absorb,SIAE primary,DDE Tn6 FP inh,Tn7 DDE FP,ADAM10 inh,Structure
19.5,-0.5,-0.2,-2.9,-2.1,-2.1,-2.3,-5.8,-3.6,-3.7,O=C(CN1C(=O)CCC1=O)Nc1ccc(Cc2ccc(NC(=O)CN3C(=O)CCC3=O)cc2)cc1
-6.4,-9.6,3.2,0.6,-1.6,-6.8,-13.7,-5.9,5.0,-3.3,NNC(=S)Nc1ccc(S(=O)(=O)N2CCCCC2)cc1
-13.5,-40.3,2.5,-6.4,-28.7,-2.2,-8.1,-3.4,9.6,-3.3,Cc1cc(C)c(-c2c(O)c3cccnc3n(C)c2=O)c(C)c1
-7.9,2.2,7.7,1.0,0.4,10.1,8.1,-1.9,-10.3,5.1,Cc1cc(=O)[nH]c(NCCO)n1
-1.4,-1.4,2.8,2.6,5.0,-0.8,5.4,3.8,4.2,-2.8,COc1ccc(NC(=O)Nc2cccc(C)n2)c(OC)c1
-8.1,-0.6,-5.5,5.9,-0.4,-5.0,-4.6,7.2,3.1,12.2,COc1ccc(NC(=O)CN(C)C(=O)c2ccccc2CCc2ccccc2)cc1
1.8,0.5,-7.3,-1.6,-2.3,-13.2,-1.4,3.1,0.5,0.3,O=C(NC1CCCCC1)N1CCc2ccccc2C1
10.5,-2.7,-3.3,-1.1,-2.0,0.8,-4.0,-4.3,-3.0,-1.0,CCN(CC(=O)Nc1c(F)cccc1F)C(=O)C1CCN(c2ncnc3sc(C)c(C)c23)CC1
18.6,-1.6,11.1,-5.5,-0.5,4.2,-2.0,9.7,0.5,-12.7,Cc1cn([C@H]2C[C@H](O)[C@@H](/C=C/C(=O)NCCC(c3ccccc3)c3ccccc3)O2)c(=O)[nH]c1=O
-5.0,-1.0,-14.6,-2.3,0.8,5.7,10.1,8.3,-3.1,-2.5,COc1ccc(S(=O)(=O)Nc2cccc3c2O[C@H](CN(C)C)[C@@H](C)CN([C@H](C)CO)C3=O)cc1
-0.3,-4.2,7.5,-5.1,-1.1,1.6,3.9,-3.0,1.1,-10.6,CN(CCc1cnn(C)c1)Cc1nc(Cc2ccccc2)no1
12.1,-6.8,0.2,-5.0,-2.4,-11.7,1.9,-1.6,-2.0,-7.4,OCC1(CCOc2ccccc2)CCN(CCCn2cccn2)CC1
-7.1,-4.4,10.2,6.7,0.2,-5.2,-0.5,0.9,5.8,23.3*,O=C(Oc1cccc2c(O)cccc12)c1ccccc1
-3.0,-5.5,-6.8,-9.5,-3.5,-3.4,3.4,4.0,0.0,-29.6,O=C(NCc1ccccc1)Nc1cccn(Cc2ccccc2Cl)c1=O
2.7,-4.6,9.2,-8.2,1.3,7.6,-3.1,-2.3,-1.6,-20.4,C=CCNC(=S)Nc1nc2c(cc1C(=O)OCC)COC(C)(C)C2
-3.9,-6.5,-0.5,-3.5,-1.8,6.4,1.6,7.4,-3.4,-7.8,CCN(Cc1ccccc1)S(=O)(=O)c1ccc(OC)cc1
18.6,-1.1,-1.7,-1.2,0.3,-2.2,-6.8,4.2,-4.1,1.8,Cn1c(COc2ccccc2)nnc1SCc1cc(=O)[nH]c2ccccc12
-0.7,-1.8,2.2,1.3,1.3,-2.7,-7.0,4.6,-4.2,-0.3,Cc1ccc(SCC2(O)CCN(C(=O)c3ccc(Cl)cc3)CC2)cc1
-2.7,-1.6,-7.4,-1.4,0.6,19.7,2.4,-9.4,1.5,6.2,C=CCNc1nc(C(=O)OCC(=O)c2ccccc2)cs1
6.2,2.4,11.7,0.5,1.1,-11.6,-9.2,-4.1,-2.3,-0.3,Cc1nc2ccc(S(=O)(=O)NC(C(=O)NCc3cccs3)C(C)C)cc2s1 (stereo not drawn)
3.7,-0.1,5.8,3.0,-3.5,-11.8,4.5,4.5,2.5,4.4,NNC(=O)COc1ccccc1F
5.2,-40.5,-1.5,-9.9,-30.7,-1.9,-13.0,-2.0,0.4,-35.5,Clc1cccc(Cc2c(-c3ccco3)nc3c4ccccc4ccn23)c1
1.5,-6.8,5.3,2.8,2.6,-3.6,2.8,-3.6,3.8,8.8,N#Cc1ccc(OCC(O)CN2CCN(C(c3ccccc3)c3ccccc3)CC2)cc1 (stereo not drawn)
13.3,-1.6,-0.6,-1.7,0.0,-1.1,1.5,4.2,0.7,-3.7,O=C(Nc1cc2c(cc1Cl)OCCCO2)c1ccco1
-0.7,-6.6,7.8,-0.8,-5.3,8.9,-0.7,1.6,-6.9,5.8,COc1cc(SC)ccc1C(=O)Nc1ccccc1C#N
8.0,-63.2,-0.6,-5.2,-43.4,8.0,11.5,1.0,8.6,-14.8,COc1ccc(C(=O)Nc2nc(-c3ccccn3)cs2)cc1S(=O)(=O)N1CCOCC1
-4.3,1.3,6.8,0.6,4.0,8.2,-5.2,-2.4,4.1,5.0,CN(c1ccc(OCC(=O)OCC(=O)Nc2ccccc2)cc1)S(=O)(=O)c1ccc(F)cc1
-7.9,-14.3,7.0,-31.1,-9.4,-4.8,-5.5,5.3,0.1,-100.3,CC(=O)c1c(C)nc(Nc2nc(C)c3cc(C)ccc3n2)nc1C
-7.7,-11.6,2.4,-2.5,0.4,-5.0,-3.6,-1.8,-7.1,2.4,CCCS(=O)(=O)c1c(S(=O)(=O)CCC)c2cnccn2c1C(=O)c1ccc(OC)cc1
-3.0,-2.7,0.3,-3.3,5.4,-5.1,0.5,-0.7,4.1,-7.9,CCC(C)N(C(=O)COC(=O)c1nc2nc(C)cc(C)n2n1)C1CCS(=O)(=O)C1 (stereo not drawn)

Single records, as listed above:
NNC(=O)COc1ccccc1F across the screens: ASAP1 GAP inh: 3.7; PLC-beta3 inh: -0.1; ARFGAP1 inh: 5.8; ADAM17 inh: 3.0; PLCg1 inh: -3.5; TDP2 absorb: -11.8; SIAE primary: 4.5; DDE Tn6 FP inh: 4.5; Tn7 DDE FP: 2.5; ADAM10 inh: 4.4
NNC(=S)Nc1ccc(S(=O)(=O)N2CCCCC2)cc1 across the screens: ASAP1 GAP inh: -6.4; PLC-beta3 inh: -9.6; ARFGAP1 inh: 3.2; ADAM17 inh: 0.6; PLCg1 inh: -1.6; TDP2 absorb: -6.8; SIAE primary: -13.7; DDE Tn6 FP inh: -5.9; Tn7 DDE FP: 5.0; ADAM10 inh: -3.3

New compounds follow.
ASAP1 GAP inh,PLC-beta3 inh,ARFGAP1 inh,ADAM17 inh,PLCg1 inh,TDP2 absorb,SIAE primary,DDE Tn6 FP inh,Tn7 DDE FP,ADAM10 inh,Structure
2.9,1.6,-0.7,-1.3,2.8,-5.5,-9.3,-0.6,-4.2,2.0,O=C(O)COc1cccc(NC(=O)C2CCCO2)c1 (stereo not drawn)
1.1,7.0,-7.8,-1.4,2.1,-11.1,3.5,7.3,1.4,-3.9,CC(=O)c1ccc(NC2c3ncccc3C(=O)N2Cc2ccc(F)cc2)cc1 (stereo not drawn)
4.3,-6.3,6.4,-3.0,-0.1,3.4,-6.8,2.2,4.7,-5.3,COc1ccc(N(C(=O)c2csnn2)C(C(=O)NC2CCCC2)c2cccs2)cc1 (stereo not drawn)
1.8,6.6,6.3,0.4,2.2,-4.5,-1.9,-0.3,-1.7,2.0,Nc1ccn([C@@H]2O[C@H](C(=O)N[C@H](Cc3ccccc3)C(=O)NCC(=O)N3CCOCC3)[C@@H](O)[C@H]2O)c(=O)n1
-2.4,0.3,-11.4,-4.0,0.1,-3.8,3.3,8.6,9.4,-11.7,OC1COC(c2ccccc2)OC1C1OC(c2ccccc2)OCC1O (stereo not drawn)
-3.1,-6.9,-3.9,-1.3,2.2,8.3,0.6,5.8,6.3,0.2,COc1ccc(CNC(=O)CC(C)S(=O)(=O)c2ccc3c(c2)NC(=O)CO3)cc1 (stereo not drawn)
-8.0,-5.4,-5.0,-3.0,2.0,15.3,0.3,10.4,-1.7,-5.2,CCN(CC)CCCN1C(=O)C(=O)/C(=C(/O)c2c(C)nc3ccccn23)C1c1ccc(C)o1 (stereo not drawn)
-7.5,4.6,-0.8,2.9,0.1,0.1,8.1,-0.9,4.8,4.2,Cc1ccccc1C(=O)Nc1c2c(nc3ccccc13)CCCC2
-7.4,1.7,7.8,1.9,1.1,-5.7,0.0,-0.3,-8.4,3.0,O=C(Cc1cccc(NC(=O)C2CCN(C(=O)C3CCC3)CC2)c1)Nc1cccc(C(=O)N2CCCCC2)c1
0.5,-7.0,-0.1,-1.1,-6.8,8.3,-2.0,-7.1,3.4,0.5,O=C(O)C1Cc2ccccc2CN1S(=O)(=O)c1ccc2ccccc2c1 (stereo not drawn)
3.5,4.2,4.6,3.4,6.8,-9.3,2.5,-0.2,4.0,0.3,CC(C)n1c(SC2C(=O)CC(C)(C)CC2=O)nc2c1c(=O)n(C)c(=O)n2C
7.5,-0.6,5.8,-3.6,-0.7,12.2,10.5,1.2,16.9*,-10.1,O=C(c1cccc(NC2=NC3CS(=O)(=O)CC3S2)c1)N1CCN(c2cccc(Cl)c2)CC1 (stereo not drawn)
-0.8,7.0,13.2,0.2,2.2,-0.1,-1.4,1.1,-1.2,6.5,Cc1ccccc1Cn1ccc(-c2ccc3c(c2)OCO3)n1
-3.4,4.9,0.6,1.1,2.0,1.1,3.1,-1.3,6.2,11.0,CCN=C(Nc1ccc2c(c1)OCO2)SC1CC(=O)N(c2ccccc2F)C1=O (stereo not drawn)
5.5,1.8,-17.7,-2.9,0.2,11.5,2.8,4.3,2.5,6.8,O=C(NC1CCS(=O)(=O)C1)c1cnccn1 (stereo not drawn)
-12.8,-0.6,-0.2,-2.9,-0.5,6.6,1.3,3.0,2.8,-0.4,O=C(Cc1ccccc1)N[C@@H](Cc1ccccc1)C(=O)O
14.8,3.8,-2.8,-0.7,2.6,9.7,-0.3,0.1,8.5,-1.5,COc1cc(NS(=O)(=O)c2ccc(OC)c(OC)c2)cc(OC)c1
-9.7,-2.3,4.9,-2.7,-0.8,-2.7,-3.3,-2.1,-9.2,-5.5,COc1cccc(CNC(=O)CC(NC(C)=O)c2ccccc2)c1 (stereo not drawn)
-15.1,-99.8,-7.0,-37.2,-60.1,-4.7,0.3,-0.6,-1.3,-102.5,N#CCSc1n[nH]c2nc3c(c(=O)n12)C1(CCCCC1)Cc1ccccc1-3
-2.0,3.3,9.6,0.5,2.9,2.7,8.8,4.7,-1.3,3.0,O=C(CSc1cccc(C(F)(F)F)c1)Nc1cc(S(=O)(=O)N2CCCC2)ccc1Cl
-11.4,-4.5,4.1,-2.6,1.4,-1.3,-0.9,0.7,-2.2,3.6,CCC1(CC)Cc2ccccc2C(=O)N1
-9.9,-9.8,-1.8,-1.3,-1.3,2.3,9.8,4.1,2.6,11.2,CCCC1CCC(c2ccc(/C(N)=N/O)cc2)CC1 (stereo not drawn)

Source: PubChem
